P. falciparum M1AAP – P. falciparum M1AAP inhibitors, biochemical, fluorogenic H-Leu-NHMec substrate, 1536-well (AID 1445); recombinant M1AAP, H-Leu-NHMec fluorogenic kinetic assay; higher % means a stronger effect; inhibition, % at 30 µM, or IC50 in µM where a hit was titrated; 220,000 tested, 0.42% active;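 active means primary inhibition above the hit cutoff, then over 50% inhibition at one or more dose response concentrations, cut at about 23% in these data, passing the limit was not always enough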;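 further: plate controls were DMSO full reaction for no effect and no enzyme background for full effect; strong numbers were not always called active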
West Nile virus CPE – West Nile virus antiviral activity, cell-based, CPE readout (AID 1621); 290,000 tested, 0.02% active; CPE inhibition, % at 10 µM, or IC50 in µM where a hit was titrated; West Nile virus-infected cells, CPE inhibition; higher % means a stronger effect; in the data active means a potency from the dose series; further: strong numbers were not always called active
RSV CPE inhibition – inhibition of RSV-induced cytopathic effect – HEp-2 cells, primary 10 µM value included (AID 2391) | 310,000 tested, 0.13% active | CPE inhibition, % at 10 µM, or IC50 in µM where a hit was titrated | HEp-2 cells, RSV-induced CPE inhibition; higher % means a stronger effect; in the data active means a potency from the dose series; further: strong numbers were not always called active
PMI inhibitors – inhibitors of human PMI, primary screen, biochemical, fluorescence intensity, coupled assay (AID 1209) | purified PMI enzyme, coupled fluorescence intensity; higher % means a stronger effect | one-dose inhibition, % at 20 µM; IC50 in µM for titrated hits | 190,000 tested, 0.42% active;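 further: plate controls were DMSO vehicle for no effect and wells lacking substrate for full effect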
human PMI inhibitors – human PMI inhibitors, high substrate, primary screen, biochemical, fluorescence intensity, high mannose 6-phosphate (AID 1220); 190,000 tested, 0.66% active; recombinant PMI enzyme, coupled fluorescence intensity; higher % means a stronger effect; one-dose inhibition, % at 20 µM; IC50 in µM for titrated hits
T cell HTS – T cell immune modulators affecting CD8 T cell-vesicle binding. 2C CD8+ T cell-vesicle binding, flow cytometry; hits give low values. calls only at 7 µM. 330,000 tested, 0.068% active;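 active means response, share of CD8 T cells binding vesicles, and their 90th percentile fluorescence all below set limits, cut at about 80% in these data, passing the limit was not always enough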
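Material: 2C TCR transgenic mouse naive CD8+ T cells, MACS-purified. Also added: QL9-charged Drosophila Ld/ICAM-1/B7-1 vesicles. Timing: binding 1.5 h at 37 °C. Measured by: high-throughput flow cytometry with anti-B7-1 and anti-CD8 staining. Read-out: percent CD8+ FL2 mean versus row control. Controls: Unloaded micro-vesicles (low), QL9 vesicles with 0.7% DMSO (high).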
TNAP activation fold – human TNAP enzyme activators, primary screen, biochemical, luminescent, no phosphate acceptor, uHTS (AID 1001). 200,000 tested, 0.03% active. purified TNAP, luminescent activation assay, no phosphate acceptor; higher activation fold means a stronger effect. one-dose activation fold at 20 µM; EC50 in µM for titrated hits; in the data active means activation fold from about 3, or a potency from the dose series; inactive means the rest, 99 in 100 with activation fold below about 1.6; further: many of its hits are not listed in these tables
UTI89 phage lysis – protection from phage-mediated lysis, alamar blue read-out – E. coli UTI89, K1F phage, bacterial capsule biogenesis inhibitors (AID 488966); E. coli UTI89 K1F phage lysis, alamar blue, 2 h; higher % means a stronger effect; inhibition, % at 100 µM; hits with a dose series show IC50 in µM; 340,000 tested, 0.02% active;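 active means phage lysis inhibition, versus mean bacterial control, above a set limit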;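 further: capsule biogenesis inhibitors block K1F phage lysis so surviving cells raise fluorescence; higher fluorescence means more inhibition of phage lysis; actives were called in the ten point dose series up to 300 µM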
P. falciparum M17LAP – P. falciparum M17LAP inhibitors, primary screen, biochemical, fluorogenic H-Leu-NHMec substrate, 1536-well (AID 1619). recombinant M17LAP, H-Leu-NHMec fluorogenic kinetic assay; higher % means a stronger effect. inhibition, % at 30 µM; hits with a dose series show IC50 in µM. 220,000 tested, 0.38% active;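 active means compound inhibiting the enzyme by more than half at any dose during confirmatory dose-response retesting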;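 further: plate controls were full reaction with DMSO carrier for no effect and no enzyme background for full effect; strong numbers were not always called active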
T cell HTS vesicle-bound % – second read-out of T cell HTS, no call of its own (marks repeat the call); double positive events, %; measured here: CD8+ vesicle-bound cell fraction;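 binding gate set so that unloaded-vesicle control wells show 10% double positive cells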
The depositor's hits bear a star; i = inactive; x = not tested or not shown; [ ] = another dose, or the depositor's remark. Unless noted, no stated cut-off is given here; in the data, active means inhibition above about 50%; inactive means the rest.

SMILES	P. falciparum M1AAP	West Nile virus CPE	RSV CPE inhibition	PMI inhibitors	human PMI inhibitors	T cell HTS	T cell HTS vesicle-bound %	TNAP activation fold	UTI89 phage lysis	P. falciparum M17LAP
COc1ccc(C(=O)OCC(=O)Nc2c(C)cccc2C)cc1	x	-0.1%	4.0%	x	x	i	32	x	0.1%	x
COc1coc(C(O)C[N+](=O)[O-])cc1=O (stereo not drawn)	3%	0.3%	0.9%	4%	6%	i	45	1.1	0.2%	-13%
COCCCN1C(=O)C(=O)/C(=C(/O)c2ccc(S(=O)(=O)N3CCOCC3)cc2)C1c1ccc(C(C)C)cc1 (stereo not drawn)	x	0.1%	1.4%	x	x	i	20	x	2.8%	x
CCCNC(=S)NNC(=O)c1cccs1	-4%	0.2%	-0.5%	6%	2%	i	62	1.3	0.5%	1%
COc1cc(OC)c2c(-c3ccccc3)cc(=O)oc2c1C(CCN1CCCC1)c1ccc2c(c1)OCO2 (stereo not drawn)	12%	0.3%	3.6%	x	x	i	39	x	-0.2%	13%
Cn1c(SCC(=O)N/N=C/c2cccnc2)nnc1-c1ccccc1	3%	0.1%	-2.4%	x	x	i	29	x	0.0%	-14%
CNC(=O)CS(=O)CC(=O)Nc1cc(OCCOC)c(Cl)cc1Cl (stereo not drawn)	8%	-0.8%	0.0%	7%	5%	i	47	1.1	0.4%	0%
CC(=O)N1N=C(c2ccc(C)o2)CC1c1ccc(F)cc1 (stereo not drawn)	9%	-0.5%	1.0%	14%	11%	i	34	1.4	6.9%	0%
COc1ccc(CCN(C)C(=O)CCNC(=O)c2ccc(Br)cc2)cc1OC	x	-0.4%	2.4%	x	x	i	10	x	1.4%[50 µM]	x
Cc1ccc(OCC(=O)NNC(=O)CSc2ncnc3sc(C)c(C)c23)cc1	3%	0.2%	0.1%	7%	12%	i	23	1.5	0.3%	7%
CS(=O)(=O)N1CCN(c2ccc(C(=O)N3CCOCC3)cc2[N+](=O)[O-])CC1	-3%	-0.8%	0.4%	-5%	-6%	i	15	1.1	0.6%	5%
COc1ccccc1OC(C)C(=O)N1CCC(Cc2ccccc2)CC1 (stereo not drawn)	x	-0.7%	3.8%	x	x	i	32	x	0.1%	x
COc1ccc(N(C(=O)c2snc(C(N)=O)c2N)C(C(=O)NCc2ccccc2)c2ccc(F)cc2)c(OC)c1 (stereo not drawn)	x	-0.5%	2.7%	x	x	i	52	x	-0.4%	x
C=CCN1C(=O)/C(=C\C=C2\N(C)c3ccccc3C2(C)C)SC1=S	-1%	0.9%	0.8%	18%	29%	i	58	1	0.1%	3%
CCn1c(SCC(=O)OC2CCCCC2)nc2ccccc2c1=O	12%	0.4%	2.6%	16%	13%	i	12	1	1.2%	8%
CCCCCCOc1ccc(C(=O)O)cc1C#N	2%	1.6%	13%	-4%	-3%	i	53	1.1	-1.8%	-17%
CSc1nc(-c2ccccc2)nc2c1COC(C)(C)C2	-1%	0.9%	6.1%	5%	2%	i	44	1	3.2%	-11%
CCc1ccc(C(CC(=O)c2ccc(Cl)cc2)C(=O)O)cc1 (stereo not drawn)	-4%	0.2%	0.0%	0%	0%	i	27	1.1	-0.3%	-21%
CNC(=O)c1ccccc1NC(=O)c1cccc(S(=O)(=O)N2CCC(C)CC2)c1	1%	-0.5%	3.7%	23%	18%	i	17	1	0.7%	8%
CC1CCN(CCNC(=O)C2CCCN(S(=O)(=O)c3cccc4nsnc34)C2)CC1 (stereo not drawn)	x	-0.1%	-1.1%	x	x	i	16	x	0.2%	x
CC(=O)N1CCCc2ccccc21	-2%	0.2%	0.5%	11%	4%	i	31	1.1	0.4%	2%
CC1CN(C(=O)c2cc3cc([N+](=O)[O-])ccc3s2)CC(C)O1 (stereo not drawn)	1%	-0.8%	1.2%	0%	1%	i	22	1.1	-1.2%	4%
COc1ccc(-c2noc(CCC(=O)NCC3CCCO3)n2)cc1OC (stereo not drawn)	x	0.0%	1.0%	x	x	i	13	x	0.1%	x
Cc1cc(OCc2cc(C(=O)NCc3csc(C(C)C)n3)no2)cc(C)c1Cl	x	-0.8%	6.6%	x	x	i	6	x	-0.2%	x
COc1ccc(Nc2cc(C(=O)NCCCOC(C)C)c3ccccc3n2)c(OC)c1	x	0.1%	2.2%	x	x	i	27	x	0.0%	x

The closing three entries of the part above are carried over, then new ones follow.
SMILES	P. falciparum M1AAP	West Nile virus CPE	RSV CPE inhibition	PMI inhibitors	human PMI inhibitors	T cell HTS	T cell HTS vesicle-bound %	TNAP activation fold	UTI89 phage lysis	P. falciparum M17LAP
COc1ccc(-c2noc(CCC(=O)NCC3CCCO3)n2)cc1OC (stereo not drawn)	x	0.0%	1.0%	x	x	i	13	x	0.1%	x
Cc1cc(OCc2cc(C(=O)NCc3csc(C(C)C)n3)no2)cc(C)c1Cl	x	-0.8%	6.6%	x	x	i	6	x	-0.2%	x
COc1ccc(Nc2cc(C(=O)NCCCOC(C)C)c3ccccc3n2)c(OC)c1	x	0.1%	2.2%	x	x	i	27	x	0.0%	x
CC(C)C(C)(C#N)NC(=O)CSc1nnc(-c2ccccc2)o1 (stereo not drawn)	5%	-0.2%	4.3%	-11%	-45%	i	57	1.1	0.2%	4%
COc1ccc(-c2cc(C(F)(F)F)nc(N3CCN(c4ccc(F)cc4)CC3)n2)cc1OC	-3%	x	x	-6%	-4%	x	x	1.2	0.5%	-3%
CC(C)(C)NC(=O)CCN(/N=C/c1ccc([N+](=O)[O-])o1)C1=NS(=O)(=O)c2ccccc21	0%	-0.2%	0.9%	11%	15%	i	32	1.1	-0.4%	0%
Cc1c(N=C2SCC(=O)N2/N=C/c2ccccc2)c(=O)n(-c2ccccc2)n1C	-3%	-0.4%	1.2%	5%	-7%	i	25	1	0.1%	18%
OC(CN1C2=NCCN2c2ccccc21)c1ccc(Br)cc1 (stereo not drawn)	3%	-1.1%	0.5%	0%	-4%	i	39	0.9	7.3%	10%
O=C(Nc1c2c(nn1-c1ccc(F)cc1)CS(=O)(=O)C2)c1ccc2c(c1)OCO2	x	-0.3%	0.5%	x	x	i	12	x	-0.1%	x
CCOC(=O)C1CCCCN1C(=O)CCc1c(C)nc2ncnn2c1C (stereo not drawn)	0%	-0.1%	-1.2%	-1%	-2%	i	33	1.1	0.0%	-4%
CCC(=O)Nc1nc(NCc2ccccc2OC)n(-c2ccccc2)n1	x	1.2%	1.8%	x	x	i	49	x	0.0%	x
CCOC(=O)C1CCN(C(=O)c2ccc(NS(=O)(=O)c3ccc(F)cc3C)cc2)CC1	-1%	0.2%	1.8%	6%	10%	i	18	1	-1.9%	-2%
Cc1ccc(CS(=O)Cc2ccc(C(=O)NCc3cccs3)o2)cc1 (stereo not drawn)	x	1.1%	2.9%	x	x	i	3	x	0.6%	x
CC(C)c1nnc(SCC(=O)N2CCc3ccccc32)n1C	0%	-0.5%	1.4%	3%	9%	i	8	1.1	-0.3%	-1%
Cc1ccccc1OCCC(=O)Nc1c(C)n(C)n(-c2ccccc2)c1=O	11%	-0.1%	2.5%	x	x	i	48	x	0.2%	-1%
CCn1c(SCC(=O)N2CCc3ccccc32)nnc1-c1ccncc1	15%	-0.5%	-0.3%	-8%	-7%	i	19	1.1	0.6%	-6%
Cc1cc(Oc2ccc(=O)n(C)n2)nc(Oc2ccc(=O)n(C)n2)n1	1%	0.0%	-0.6%	14%	10%	i	16	1	0.8%	9%
CC(C)(C)NC(=O)CN(C(=O)CNC(=O)c1cccs1)c1ccc2c(c1)OCCO2	6%	-0.5%	1.0%	9%	10%	i	36	1	-0.1%	-3%
COc1cc(NC(=O)CSc2nc3cc(C)ccc3cc2C)c(C(=O)O)cc1OC	18%	0.4%	2.4%	3%	9%	i	42	1	1.6%	1.9µM*
O=C(CCNC(=O)c1ccc([N+](=O)[O-])cc1)NCCc1ccc(Cl)cc1	x	-0.4%	1.6%	x	x	i	38	x	-0.1%	x
O=c1[nH]c2cc3c(cc2cc1CN(CCO)S(=O)(=O)c1ccccc1)OCCO3	6%	0.7%	-0.2%	x	x	i	38	x	0.1%	-7%
Cc1ccc(NC(=O)CCNC(=O)Cn2ccc3ccccc3c2=O)cc1F	x	-0.6%	0.4%	x	x	i	15	x	0.2%	x
Cc1sc2ncnc(N3CCN(S(=O)(=O)c4ccc(Br)cc4)CC3)c2c1C	x	1.0%	3.2%	x	x	i	37	x	1.1%[50 µM]	x
CC(=O)NC(NC(=S)Nc1ccc(C)cc1C)C(Cl)(Cl)Cl (stereo not drawn)	4%	0.1%	3.4%	x	x	i	18	x	0.1%	-2%
CCCCN1C(=O)C(=O)N(CC(=O)N2N=C3/C(=C/c4ccco4)CCCC3C2c2ccco2)C1=O (stereo not drawn)	5%	-0.8%	4.2%	-12%	-2%	i	25	1.1	0.5%	1%
CCOc1ccccc1C(=O)Nc1nnc(Cc2ccc(OC)c(OC)c2)s1	x	-0.6%	3.0%	x	x	i	20	x	0.2%	x
Cc1cc(OCC(O)CN(C)C(=O)C(C)Oc2ccccc2)ccc1Cl (stereo not drawn)	x	-1.3%	9.4%	x	x	i	60	x	1.4%	x
CCNc1nc(OC)nc(Oc2ccc(C(=O)OC)cc2)n1	2%	0.2%	1.3%	7%	3%	i	42	1	-0.9%	2%
SMILES	P. falciparum M1AAP	West Nile virus CPE	RSV CPE inhibition	PMI inhibitors	human PMI inhibitors	T cell HTS	T cell HTS vesicle-bound %	TNAP activation fold	UTI89 phage lysis	P. falciparum M17LAP
Cc1sc2ncn(CC(=O)N3CCOCC3)c(=O)c2c1-c1ccccc1	22%	-0.6%	1.4%	7%	6%	i	25	1	0.3%	7%
COC(=O)c1c[nH]n2c(=O)c(Cl)c(C)nc12	0%	0.9%	0.3%	-11%	-3%	i	44	1	i	5%
COc1ccc(/C=C/C(=O)c2nc3ccccc3n2CC(=O)c2ccc(OC)cc2)cc1	3%	1.0%	8.5%	14%	20%	i	17	1.1	2.3%	13%
CO/N=C/c1ccc(Oc2ccc(C)cc2)nc1	9%	0.2%	0.2%	5%	1%	i	44	1.1	0.2%	-4%
Cc1nc2c(ncn2-c2ccccc2)c(=O)n1NC(=O)CN1CCOCC1	-1%	0.0%	1.3%	x	x	i	10	x	0.9%	-3%
CCOC(=O)c1ccc(NC(=O)Cn2ncc(Cl)c(Cl)c2=O)cc1	2%	-2.1%	-1.4%	-8%	-15%	i	39	1	0.3%	-3%
COc1ccc(C(CNC(=O)c2ccco2)N2CCCCC2)cc1 (stereo not drawn)	10%	-0.6%	-0.8%	-12%	-5%	i	62	1	x	11%
CCc1cc2c(=O)c(-c3nc(C)cs3)coc2cc1O	0%	0.0%	5.4%	x	x	i	58	x	1.1%[50 µM]	3%
Cn1cc(C(=O)c2cccc(Cl)c2Cl)cc1C#N	0%	-0.1%	5.0%	4%	4%	i	44	1	-0.2%	-1%
